PI4K2A block – blocks human PI4K2A kinase activity; Q9BTU6; purified PI4K2A, ADP-Glo luminescence, 1 h; stronger effect = lower value; activity change, negative = inhibition, % at 76.9 µM; hit rate 0.13% among 420,000; AID 1346378; in the data active means activity change below about -50%; inconclusive means mostly about -30% to -49%;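 further: -100% = wells without enzyme as full effect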
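In this quantitative HTS, ADP production by PI4K2A was quantified luminescently after 1 h at ambient temperature; 100 microM adenosine served as plate-quality control.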
Tb PGK inh – T. brucei PGK inhibition. Potency, µM (series often up to 57.5 µM), inactives show top-dose activity change, negative = inhibition, actives largely listed as inhibitors. hit rate 0.043% among 380,000. PGK/GAPDH coupled, Kinase-Glo luminescence, 60 min. P07378; further: potency means the concentration at half of the fitted maximal effect; on the % scale 0 is the no-effect control and ±100 the full control effect; nearly all actives have a fitted effect of over 60% in size
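Luminescent ATP detection (Kinase-Glo Plus) follows a 60-minute room-temperature incubation, with wells lacking PGK as controls. Buffer: 100 mM TEA (pH 7.6), 5 mM MgCl2, 0.01% Tween-20. Coupling enzyme GAPDH (100 nM final) supplies unstable 1,3-BPG in-well.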
ERG Ets-DNA blk – ERG Ets/DNA interaction inhibition; P11308; fluorescence polarization, His-ERG Ets domain / labelled DNA; Potency, µM (highest dose often 76.9 µM), without a hit: top-dose FP activity, negative = inhibition, hits mostly inhibitors; hit rate 0.028% among 370,000; AID 624246; active means well fitted inhibition curve with a large enough effect in the polarisation, with a control signal flat; inconclusive means small, poorly fitted or top-dose-only effect, or effect the other way, or a change in a side signal; inactive means no such curve, though single readings can be large or run the other way; the % refers to the polarisation;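 further: polarization taken with two DNA probes labelled with fluorescein and Texas red; potency means the concentration at half of the fitted maximal effect; % of control where 0% means no effect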
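His-tagged ERG Ets domain (1 uM in the protein solution; 300mM KCl, 50mM Tris-HCl, 1mM EDTA, 1mM DTT, pH 7.5) received compound, then a probe mix of 5 nM fluorescein-DNA and 100nM Texas-615-DNA. Fluorescence polarization was read for both dyes.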
G9a block – inhibitors of human histone lysine methyltransferase G9a | hit rate 8.8% among 350,000 | Potency, µM (series often up to 102 µM), for the others: at the highest dose activity, negative = inhibition, most hits filed as inhibitors | G9a H3K9 monomethylation, AlphaScreen, 2 h | AID 504332 | Q96KQ7; further: potency means the concentration at half of the fitted maximal effect; on the % scale 0 is the no-effect control and ±100 the full control effect; nearly all actives have a fitted effect of over 75% in size
Target sequence (Q96KQ7 913-1193 limits assumed): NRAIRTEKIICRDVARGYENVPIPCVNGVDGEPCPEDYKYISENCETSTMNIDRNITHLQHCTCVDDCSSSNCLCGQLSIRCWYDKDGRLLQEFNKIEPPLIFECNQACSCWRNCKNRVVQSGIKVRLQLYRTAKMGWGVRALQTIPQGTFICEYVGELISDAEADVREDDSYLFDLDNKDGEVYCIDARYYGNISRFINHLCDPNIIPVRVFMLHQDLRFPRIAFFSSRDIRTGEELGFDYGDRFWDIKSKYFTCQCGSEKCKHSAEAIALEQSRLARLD
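Step 1: enzyme (final 20 nM) with compound, 15 min RT. Step 2: substrate peptide 500 nM and SAM 20 uM, 2 h RT. Step 3: anti-H3K9me1 antibody and AlphaScreen beads, 10 min, then plate read.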
GLS inhibitor – inhibitors of human glutaminase (GLS) | O94925 | GLS enzymatic activity, qHTS titration | Potency, µM (series often up to 45.5 µM), without a hit: at the top dose activity change, negative = inhibition, usual class: inhibitors | hit rate 0.21% among 410,000 | AID 624170; further: potency means the concentration at half of the fitted maximal effect; on the % scale 0 is the no-effect control and ±100 the full control effect
Target sequence (O94925 whole entry, looked up): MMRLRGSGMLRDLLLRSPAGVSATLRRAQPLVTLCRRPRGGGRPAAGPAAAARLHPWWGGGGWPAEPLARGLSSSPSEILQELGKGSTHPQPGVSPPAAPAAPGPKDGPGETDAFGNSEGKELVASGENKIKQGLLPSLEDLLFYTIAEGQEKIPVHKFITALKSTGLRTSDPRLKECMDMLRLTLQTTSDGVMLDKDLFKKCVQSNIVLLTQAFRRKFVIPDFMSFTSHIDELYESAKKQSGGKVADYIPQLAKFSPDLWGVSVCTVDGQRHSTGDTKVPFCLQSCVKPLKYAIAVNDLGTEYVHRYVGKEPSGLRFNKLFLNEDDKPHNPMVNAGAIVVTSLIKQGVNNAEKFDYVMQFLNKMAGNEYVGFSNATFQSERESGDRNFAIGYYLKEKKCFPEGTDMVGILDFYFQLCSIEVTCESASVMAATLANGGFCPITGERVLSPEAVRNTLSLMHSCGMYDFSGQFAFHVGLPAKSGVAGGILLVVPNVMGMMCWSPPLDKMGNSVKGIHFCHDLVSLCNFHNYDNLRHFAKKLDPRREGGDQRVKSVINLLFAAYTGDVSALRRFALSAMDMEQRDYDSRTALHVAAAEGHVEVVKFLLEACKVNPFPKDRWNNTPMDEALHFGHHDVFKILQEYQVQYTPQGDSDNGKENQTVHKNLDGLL
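Human kidney-isoform GLS in 45 mM KH2PO4 pH 8.2, 0.02% Tween-20, with compound, started with 1mM L-Glutamine (added stock). Glutamate oxidase/HRP/Amplex red coupled fluorescence read at start and after 30 min at RT.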
HP1b binding inh – inhibitors of HP1-beta chromodomain binding to methylated histone tails; hit rate 0.56% among 390,000; AlphaScreen HP1-beta / biotin-H3K9me3 peptide binding; AID 540317; Potency, µM (titrated, usually from 114 µM), without a hit: top-dose activity change, negative = inhibition, most hits filed as inhibitors; P83916; further: potency means the concentration at half of the fitted maximal effect; nearly all actives have a fitted effect of over 70% in size; inactives centre near 23
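HP1-beta protein (50 nM final) preincubated 30 min at room temperature with biotinylated H3(1-18)K9me3 peptide (50 nM) in PBS pH 7.4, 0.01% Tween-20, then compound added for 30 min. AlphaScreen streptavidin donor/nickel chelate acceptor beads (10 ug/mL final), 30 min dark, luminescence read.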
Pin1 inh – blocks the human prolyl isomerase Pin1; Q13526; Pin1 FP peptide displacement, HiFluor488, 10 min; Potency, µM (top dose mostly 115 µM), for inactives: at the highest dose activity, negative = inhibition, usual class: inhibitors; hit rate 0.009% among 390,000; active means well fitted inhibition curve with a large enough effect in the polarisation, with a control signal flat, not every such curve was filed as active; inconclusive means small, poorly fitted or top-dose-only effect, or effect the other way, or a change in a side signal; inactive means no such curve, though single readings can be large or run the other way; the % refers to the polarisation; further: potency means the concentration at half of the fitted maximal effect; on the % scale 0 is the no-effect control and ±100 the full control effect
Target sequence (Q13526 whole entry, looked up): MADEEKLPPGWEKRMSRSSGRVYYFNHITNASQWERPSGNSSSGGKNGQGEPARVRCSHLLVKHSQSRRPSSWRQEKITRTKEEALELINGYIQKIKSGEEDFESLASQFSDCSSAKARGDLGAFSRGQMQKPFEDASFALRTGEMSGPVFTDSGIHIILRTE
BAZ2B inh – inhibitors of human BAZ2B bromodomain | Q9UIF8 | AlphaScreen BAZ2B-H3K14Ac peptide displacement | Potency, µM (highest dose often 114 µM), for inactives: top-dose activity change, negative = inhibition, actives largely listed as inhibitors | hit rate 4.4% among 360,000 | AID 504333; further: potency means the concentration at half of the fitted maximal effect; on the % scale 0 is the no-effect control and ±100 the full control effect; nearly all actives have a fitted effect of over 60% in size
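AlphaScreen displacement of biotin-H3(5-23)K14Ac peptide (50 nM final) from BAZ2B (50 nM final) in PBS pH 7.4, 0.01% Tween-20; complex preformed 30 min RT, then compounds (top 110 uM) 30 min RT, beads 20 min dark.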
JMJD2A Tudor – inhibitors of human JMJD2A Tudor domain. AlphaScreen JMJD2A-Tudor / H3K4me3 peptide binding. Potency, µM (top dose mostly 114 µM), without a hit: at the highest dose activity change, negative = inhibition, hits mostly inhibitors. hit rate 4.4% among 390,000; further: potency means the concentration at half of the fitted maximal effect; on the % scale 0 is the no-effect control and ±100 the full control effect; nearly all actives have a fitted effect of over 50% in size
Starred values were filed as active, the others as inactive; i = inactive; ? = inconclusive; . = not tested or not shown; & = joins results of further samples; [ ] = another dose, or the depositor's remark. Unless noted, the call rests on the fitted dose curve; in most records, active means well fitted curve in the direction sought with a large enough effect; inconclusive means small, poorly fitted or top-dose-only effect, or another doubt; inactive means no such curve, though single readings can be large; an effect the other way counts as inactive or inconclusive.

Value order: HP1b binding inh	G9a block	ERG Ets-DNA blk	GLS inhibitor	PI4K2A block	Tb PGK inh	Pin1 inh	JMJD2A Tudor	BAZ2B inh
O=C(N/N=C/C(Br)=C/c1ccccc1)c1cc(-c2ccco2)[nH]n1
 : 6%	.	3%	0%	-4	i	55%[activator]	-30%	?
CCC(C)NC(=O)C1CCN(S(=O)(=O)N2CCC3(CC2)OCCO3)CC1 (stereo not drawn)
 : 27%	-32%	1%	0%	0	-3%	4%	-10%	5%
CCOc1cc(/C=C2\SC(=S)N(C(C(=O)O)c3ccccc3)C2=O)ccc1O (stereo not drawn)
 : ?	45µM*	158%[activator]	?	-8	i	?	-22%[11.4 µM]	-20%
CC1CC(C)CN(C(=O)COC(=O)c2ccc([N+](=O)[O-])o2)C1 (stereo not drawn)
 : 22%	34%[2.33 µM]	-4%	-1%	1	-8%	-7%	-17%	7%
CCOC(=O)c1ccccc1NC(=O)N1CCC(CN2CCCCC2)CC1
 : 21%	-4%[59 µM]	4%	3%	-2	-4%	-1%	-13%	-1%
O=C(NCc1cccc(Br)c1)c1cccn1-c1nnc(N2CCCCC2)s1
 : -18%	-9%[59 µM]	0%	-12%	-3	-16%	1%	-35%	-9%
Cc1ccccc1CSCC(=O)Nc1ccccc1F
 : 55%[activator]	8%[0.501 µM]	0%	-1%	-2	10%	-5%	10%	19%
CCc1nnc(NC(=O)c2c(OC)cccc2OC)s1
 : 16%	-2%	-3%	-12%	3	-10%	-1%	-14%	-1%
O=C(c1ccc(Cl)cc1)N1CCC2CC1c1cc(-c3ccccc3)ccc12 (stereo not drawn)
 : 15%	.	-13%	-5%	-2	i	8%	-20%	.
O=C(c1ccc2c(=O)n3c(nc2c1)CCCCC3)N1CCN(Cc2ccccc2)CC1
 : 15%	4%[59 µM]	3%	4%	-1	1%	-1%	-14%	6%

Brought forward from above: five entries, followed by the next part.
Value order: HP1b binding inh	G9a block	ERG Ets-DNA blk	GLS inhibitor	PI4K2A block	Tb PGK inh	Pin1 inh	JMJD2A Tudor	BAZ2B inh
O=C(NCc1cccc(Br)c1)c1cccn1-c1nnc(N2CCCCC2)s1
 : -18%	-9%[59 µM]	0%	-12%	-3	-16%	1%	-35%	-9%
Cc1ccccc1CSCC(=O)Nc1ccccc1F
 : 55%[activator]	8%[0.501 µM]	0%	-1%	-2	10%	-5%	10%	19%
CCc1nnc(NC(=O)c2c(OC)cccc2OC)s1
 : 16%	-2%	-3%	-12%	3	-10%	-1%	-14%	-1%
O=C(c1ccc(Cl)cc1)N1CCC2CC1c1cc(-c3ccccc3)ccc12 (stereo not drawn)
 : 15%	.	-13%	-5%	-2	i	8%	-20%	.
O=C(c1ccc2c(=O)n3c(nc2c1)CCCCC3)N1CCN(Cc2ccccc2)CC1
 : 15%	4%[59 µM]	3%	4%	-1	1%	-1%	-14%	6%
COc1ccc(C(=O)Nc2cc3c4c(c2)CC(=O)N4CCC3)c(OC)c1
 : 14%	-5%[0.501 µM]	-6%	7%	2	i	-5%	-23%	-20%
O=C(c1cc(-c2ccncc2)nc2ccc(Cl)cc12)N1CCN(Cc2ccc3c(c2)OCO3)CC1
 : -21%	?	-10%	-23%	7	-6%	-13%	?	40µM*
O=C(Cn1c(-c2ccccn2)nc2ccccc21)N/N=C/c1cccnc1
 : 46%[activator]	17%	1%	13%	-1	i	8%	-15%	2%
Cc1cc(C)c(NC2=CC(=O)CC(C)(C)C2)c(C#N)c1
 : 70%[activator]	-18%[12.7 µM]	8%	6%	2	i	-5%	-15%	?
CCOC(=O)c1ccc(NC(=S)N(Cc2cccnc2)Cc2ccco2)cc1
 : 10%	-24%	2%	-8%	-2	-4%	0%	-17%	-28%
CCN(c1ccccc1)S(=O)(=O)c1ccc(OC)c(OC)c1
 : 15%	-3%[59 µM]	-4%	12%	1	-7%	1%	-1%	2%
O=C(Nc1ccc2c(c1)OCO2)C1CCN(C(=O)c2ccc([N+](=O)[O-])cc2)CC1
 : 45%	-9%	5%	0%	-7	-1%	-17%	-15%	-18%
O=C(c1ccco1)N1CCN(Cc2cc(=O)c(OCc3ccccc3F)co2)CC1
 : 41%[activator]	-1%	0%	-1%	-2	5%	-1%	-9%	5%
CCOC(=O)c1ccccc1NC(=S)N1CCN(C(=O)c2ccco2)CC1
 : -13%	-2%	-4%	17%	-2	?	-24%	-19%	-4%
COCc1cc(C)nc2sc(C(=O)Nc3nccs3)c(N)c12
 : 86%[activator]	18%	6%	4%	2	-11%	-4%	10%	-4%
O=C(/C=C/Nc1ccc(S(=O)(=O)Nc2ncccn2)cc1)c1ccc2ccccc2c1
 : 13%	6%	17%	4%	-9	-15%	15%	-12%	-4%
CCCCC(=O)NCc1ccc2c(c1)cc(C)n2C
 : 8%	8%[59 µM]	-18%	1%	2	1%	-8%	-23%	-6%
COc1ccc(Cn2c(-c3ccc(OC)c(O)c3)nc3ccccc32)cc1O
 : 14%	11%	6%	17%	2	7%	?	?	?
O=C(COC(=O)c1cnccn1)NCc1ccccc1
 : 16%	.	3%	1%	-5	-2%	-1%	-4%	?
COc1ccccc1N(CC(=O)NC(C)(C)C)C(=O)c1ccc(Cl)nc1
 : 17%	.	6%	1%	0	-5%	-4%	-12%	7%
Cc1ccc(NC(=O)c2ccccc2-c2cc(C)no2)cc1
 : 36%	-2%	-1%	-11%	7	-9%	-3%	5%	-13%
Nc1ccccc1OCCOCCOc1ccccc1N
 : -3%	?	7%	-1%	-4	-3%	3%	?	?
COc1cccc(/C=N/Nc2ccnc(=O)[nH]2)c1O
 : 47%[activator]	15%	11%	6%	?	-18%	6%	?	50µM*
Cc1cc(-c2cccs2)c(C#N)c(=S)[nH]1
 : 20%	1.6µM*	2%	-11%	-1	i	1%	7.9µM*	-20%
O=C(NCCSc1c[nH]c2ccccc12)c1ccccc1Cl
 : 21%	-43%[59 µM]	-5%	-5%	-1	-5%	-3%	-22%	-17%
Cc1cc(C)c(C(N)=O)c(SCC(=O)c2cc(C)c(C)cc2C)n1
 : 36%	?	-1%	2%	-4	-10%	12%	-5%[57.1 µM]	9%
Cc1ccc(S(=O)(=O)NNC(=S)Nc2c(Cl)cccc2Cl)cc1
 : 38%	7%	-9%	4%	-3	i	-6%	4%	-1%
COc1ccccc1S(=O)(=O)Cc1ccc(C(=O)NCC(OC)OC)o1
 : 28%	-1%	4%	-3%	-2	i	-2%	-14%	-3%
Clc1cccc(C2CCN(Cc3nc(COc4ccccc4)no3)C2)c1 (stereo not drawn)
 : 67%[activator]	.	-7%	-6%	-2	-8%	14%	?	15%
Cc1nc2c(-c3ccccc3)c(C)nn2c(C)c1CCC(=O)NC(C)c1ccccc1 (stereo not drawn)
 : 50%[activator]	6%[59 µM]	6%	6%	1	1%	35%[activator]	9%	-3%
COc1cc(C2C(C(=O)c3cccs3)=C(O)C(=O)N2Cc2ccco2)cc(OC)c1OC (stereo not drawn)
 : 35%	-42%[59 µM]	-11%	12%	2	3%	2%	-18%	?
CCn1cc(C(=O)NCCc2ccc(OC)c(OC)c2)c(=O)c2cc(S(=O)(=O)N3CCOCC3)ccc21
 : 37%&11%[activator]	-34%	2%&7%	-9%&0%	-4&-1	-8%	-1%&-3%	-6%&-25%	-17%
Cc1cccc(N2CCN(CC(=O)Nc3ccc(S(=O)(=O)N4CCOCC4)cc3)CC2)c1C
 : 28%	.	16%	5%	2	-2%	-7%	-31%	-16%
O=C(C(=O)N1CCN(c2ccccc2F)CC1)c1cn(CC(=O)N2CCOCC2)c2ccccc12
 : 2%	20%	-9%	23%	-4	-7%	-6%	?	-20%
CC(=O)c1cc(CN2CCC(n3nccc3NC(=O)c3ccccc3C)CC2)cs1
 : 41%[activator]	14%	14%	-4%	-2	-6%	0%	-3%	-1%
Cc1ccc(NC(=O)C(=O)NCCc2sc(-c3ccc(Cl)cc3)nc2C)cc1C
 : 21%[57 µM]	20%[59 µM]	2%	0%	4	4%	-3%	-20%	-17%
O=C(Cc1ccc2c(c1)OCCO2)N/N=C/c1ccco1
 : 27%	14%[59 µM]	-5%	1%	-3	-7%	-7%	-3%	4%
O=C(CCC(=O)OCC(=O)c1ccc([N+](=O)[O-])cc1)NC1CCCCC1
 : 31%	2%[59 µM]	.	-8%	-2	i	4%	-16%	7%
CCN(C[C@H]1N[C@@](Cc2ccccc2)(C(=O)OC)[C@H]2C(=O)N(C)C(=O)[C@@H]12)S(=O)(=O)c1ccc(OC(F)(F)F)cc1
 : 48%[activator]	.	-5%	-1%	4	-2%	0%	-9%	.
COCC(=O)N(C)C1(c2nnnn2CCOC(=O)Nc2ccc(Cl)cc2)CCCC1
 : 24%	23%[59 µM]	.	-6%	0	.	-7%	-3%	5%
O=C(NCc1cccnc1)c1ccc(-c2cccc(Cl)c2Cl)o1
 : 3%	.	0%	4%	1	-2%	6%	-18%	71µM*

Compound profiles, as listed above. Values in the order: HP1b binding inh, G9a block, ERG Ets-DNA blk, GLS inhibitor, PI4K2A block, Tb PGK inh, Pin1 inh, JMJD2A Tudor, BAZ2B inh
`Cc1ccc(NC(=O)C(=O)NCCc2sc(-c3ccc(Cl)cc3)nc2C)cc1C` in the list: 21%[57 µM], 20%[59 µM], 2%, 0%, 4, 4%, -3%, -20%, -17%
`O=C(NCc1cccnc1)c1ccc(-c2cccc(Cl)c2Cl)o1` in the list: 3%, ., 0%, 4%, 1, -2%, 6%, -18%, 71µM*
